# NPYLR7 agonist = activates Aedes aegypti NPYLR7 receptor. 0.15% of 270,000 active. activation, % at 10 µM. HEK293T NPYLR7/Galpha15, GCaMP6s calcium fluorescence; in the data active = activation above about 40%;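 also: 0% = vehicle and 100% = reference agonist at the receptor; some compounds past the cut are filed as inactive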
# hcGAS inh = blocks human cGAS activity | Q8N884 | recombinant h-cGAS, ATP depletion, Kinase-Glo luminescence | inhibition, % at 12.5 µM | 0.081% of 290,000 active | AID 1259398;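 also: 0% = vehicle reaction and 100% = reaction without DNA for no activity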
# Target sequence (Q8N884 whole entry, looked up): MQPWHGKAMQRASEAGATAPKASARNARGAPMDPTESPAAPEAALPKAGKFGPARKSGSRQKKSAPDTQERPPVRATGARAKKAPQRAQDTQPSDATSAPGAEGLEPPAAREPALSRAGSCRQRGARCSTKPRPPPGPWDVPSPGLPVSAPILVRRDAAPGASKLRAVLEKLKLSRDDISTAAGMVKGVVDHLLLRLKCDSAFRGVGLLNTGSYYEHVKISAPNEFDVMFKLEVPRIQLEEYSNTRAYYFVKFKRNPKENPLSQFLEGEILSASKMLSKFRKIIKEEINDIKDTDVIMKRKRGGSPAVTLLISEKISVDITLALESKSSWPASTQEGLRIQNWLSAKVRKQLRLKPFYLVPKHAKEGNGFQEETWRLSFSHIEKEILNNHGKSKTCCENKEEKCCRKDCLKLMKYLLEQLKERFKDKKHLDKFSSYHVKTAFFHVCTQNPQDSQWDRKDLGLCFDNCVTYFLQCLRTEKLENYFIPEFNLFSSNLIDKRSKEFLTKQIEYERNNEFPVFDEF
# mcGAS inh = blocks mouse cGAS activity; Q8C6L5; recombinant cGAS, Kinase-Glo ATP depletion luminescence; inhibition, % at 12.5 µM; 0.15% of 160,000 active;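 also: 0% = negative control wells and 100% = reference inhibitor with no enzyme activity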
# The depositor's hits bear a star; nt = no result given; & = joins results of further samples. Rule as the data show it, unless noted: active = inhibition above about 40%; inactive = the rest. Compounds as they come; overall some 0.29% were active at least once.
SMILES,NPYLR7 agonist,hcGAS inh,mcGAS inh
Cc1ccc(C(C)NS(=O)(=O)c2cccc(Cl)c2Cl)o1 (stereo unspecified),4,-11,nt
CCCCN(Cc1cccn1Cc1ccc(Br)cc1)C(=O)CN(CCCOCC)C(=O)N(C)C,8,-4,-3
Cc1cccc(CN(C(=O)C(=O)N2CCCC2)C(C)C)c1,-3,-8,-11
COc1cc(-c2ccc(C)s2)cc2c1OCCN(C(=O)C1C=CCN1)C2 (stereo unspecified),0,-2,-7
COc1cc(C(=O)N2CCCC(c3nnc4n3CCCCC4)C2)ccc1OC(F)F (stereo unspecified),4,-11,nt
CCN1CCN(C(=O)NC(C(=O)N[C@@H]2C(=O)N3[C@@H]2SC(C)(C)[C@@H]3C(=O)O)c2ccccc2)C(=O)C1=O (stereo partly specified),-4,-2&-4,nt
O=C(C1CCCO1)N1CCC(NCCCn2ccc3ccccc32)CC1 (stereo unspecified),26,-9,nt
N#CC1=C(N2CCOCC2)SC(c2ccc([N+](=O)[O-])cc2)NC1=O (stereo unspecified),4,-4,nt
NCC1Cc2c(F)ccc(-c3nccs3)c2O1 (stereo unspecified),4,-2,-5
Cc1ccc(/C=C2N=C(/C=C/c3ccccc3)OC/2=O)cc1,-3,3,nt
CCCCOc1ccc(C(=O)NC(Cc2ccccc2)C(=O)Nc2nnc(-c3ccccc3)s2)cc1 (stereo unspecified),2,-1,2
CCOC(=O)c1sc2ncnc(NCC(=O)NC)c2c1C,4,-4,nt
COc1ccc(Cl)cc1-n1cc(S(=O)(=O)N(C)C)cn1,-4,-12,-15
O=C(c1ccc(Cl)cc1)N(Cc1ccc(OCc2nc(CO)cs2)cc1)C1CC1,nt,-1,-4
O=C(NCCCOC12CC3CC(CC(C3)C1)C2)c1cccs1,nt,-8,-5
COc1ccccc1/C=C/CN1CCNC(=O)C1CC(=O)N1CCN(c2cnccn2)CC1 (stereo unspecified),10,-9,nt
CCS(=O)(=O)N1CCc2nc(N3CCCC3)nc(N3CCN(C)CC3)c2C1,nt,3,1
Cc1noc(C(F)(F)F)c1C(=O)NCCc1ccccc1F,9,-7,nt
Cc1c(C(C)NC(=O)c2ccnn2C)cnn1-c1cccc2ccccc12 (stereo unspecified),4,-5&7,nt
CSCCCNC(=S)NNC(N)=O,-4,-8,nt

# Next part (seven carried over from the part before).
SMILES,NPYLR7 agonist,hcGAS inh,mcGAS inh
O=C(c1ccc(Cl)cc1)N(Cc1ccc(OCc2nc(CO)cs2)cc1)C1CC1,nt,-1,-4
O=C(NCCCOC12CC3CC(CC(C3)C1)C2)c1cccs1,nt,-8,-5
COc1ccccc1/C=C/CN1CCNC(=O)C1CC(=O)N1CCN(c2cnccn2)CC1 (stereo unspecified),10,-9,nt
CCS(=O)(=O)N1CCc2nc(N3CCCC3)nc(N3CCN(C)CC3)c2C1,nt,3,1
Cc1noc(C(F)(F)F)c1C(=O)NCCc1ccccc1F,9,-7,nt
Cc1c(C(C)NC(=O)c2ccnn2C)cnn1-c1cccc2ccccc12 (stereo unspecified),4,-5&7,nt
CSCCCNC(=S)NNC(N)=O,-4,-8,nt
Cc1cccc(C2c3[nH]c4ccccc4c3CCN2C(=O)C(=O)CCc2ccccc2)n1 (stereo unspecified),-4,1,-12
COCCN(Cc1cc(C)ccc1C)CC(O)COC(C)C (stereo unspecified),26,-5,-5
COCc1cc(N(C)C(C)c2ccco2)n2ncnc2n1 (stereo unspecified),2,2,nt
CO[C@H](c1ccccc1)c1n[nH]c(Cc2ccccc2)n1,2,-6,nt
NC(=O)c1c(NC(=O)CSc2nnc(-c3cccs3)n2C2CC2)sc2c1CCC2,4,3,nt
CCCCCn1c(=N)c(C(=O)OCC)cc2c(=O)n3cccc(C)c3nc21,11,2,-2
Cc1nc(N2CCN(c3ccccn3)CC2)nc2c1C(=O)CC(c1cccs1)C2 (stereo unspecified),8,-9,nt
Cc1cc(Oc2cccc(C)c2C)nc(SCc2cccc(C#N)c2)n1,21,-12,-4
Oc1ccc(C2CCN(CC(O)c3ccccc3)CC2)cc1 (stereo unspecified),13,-5,-7
CC1(c2ccccc2)NC(=O)N(Cc2ccc(F)cc2Br)C1=O (stereo unspecified),nt,-4,-5
O=C(Nc1ccc(N2CCCCC2)nc1)C1COc2ccccc2O1 (stereo unspecified),1,-14,-10
Cc1cc(C)cc(N2C(=O)CSC2c2ccc3c(c2)OCO3)c1 (stereo unspecified),-7,-3,nt
Cc1csc(CN(C)c2ccc(C(=O)NCCC3CCCCN3C)cn2)n1 (stereo unspecified),17,-6,nt
C=CCn1c(CN2CCN(c3ncnc4nc[nH]c34)CC2)nc2ccccc21,-2,0,nt
Cc1cccc(CNC(=O)C(C2CCCC2)N2CCN(C(=O)c3ccc(Cl)c(Cl)c3)CC2)c1 (stereo unspecified),-11,0,-1
CC(C)CN(C/C=C/c1ccccc1)C(=O)C1CC2(CCNCC2)CN1 (stereo unspecified),9,2,nt
CCOC(=O)c1nc2cc(Cl)c(Cl)cc2nc1N1CCCN(C(=O)CCCC(=O)OC)CC1,3,-3,-6
O=c1cc(CSc2ccc(Cl)cc2)nc2nc[nH]n12,3,-2,nt
CCc1nc2c(OCc3ccc(OC)cc3)cccn2c1N(C)C(=O)c1cccs1,9,-5,-2
C=CCNC(=S)Nc1ccc(F)cc1Cl,12,-4,nt
Cc1cc(=O)oc2cc(O)c(O)cc12,-7,-5,nt
COc1cc2nc(NCCc3c(C)noc3C)nc(N)c2cc1OC,8,-8,nt
COc1ccc(CCN2C(=O)CC(Nc3ccc(OC)c(Cl)c3)C2=O)cc1 (stereo unspecified),-1,-4,nt
CC(C)(C)c1nc2cc(NC(=O)C3CC4CCCC(C3)C4=O)ccc2o1 (stereo unspecified),4,-8,nt
O=C(CCC1CCN(C(=O)C2CC=CCC2)CC1)NCc1cccnc1 (stereo unspecified),1,0,nt
O=C(CCNC(=O)N1CCc2ccccc2C1)OC1CCOC1 (stereo unspecified),3,-10,nt
COC(=O)c1ccc(COn2c(=O)c(-c3cc4ccccc4o3)[n+]([O-])c3ccccc32)cc1,-3,-4,nt
CCN(CC)C(=O)Oc1ccc2c(ccn2Cc2ccc(C#N)cc2)c1-c1ccc(F)c(F)c1,2,-9,-7
CCC/C=C/C(=O)N1CCN(S(=O)(=O)c2ccc(C#N)cc2)CC1,1,-9,nt
Cc1ccc2sc(N(CCCN3CCOCC3)C(=O)c3ccc(C#N)cc3)nc2c1C,-3,-5,-10

# For convenience, some entries already given.
SMILES,NPYLR7 agonist,hcGAS inh,mcGAS inh
Cc1ccc(C(C)NS(=O)(=O)c2cccc(Cl)c2Cl)o1 (stereo unspecified),4,-11,nt
CCCCN(Cc1cccn1Cc1ccc(Br)cc1)C(=O)CN(CCCOCC)C(=O)N(C)C,8,-4,-3
Cc1cccc(CN(C(=O)C(=O)N2CCCC2)C(C)C)c1,-3,-8,-11
COc1cc(-c2ccc(C)s2)cc2c1OCCN(C(=O)C1C=CCN1)C2 (stereo unspecified),0,-2,-7

# (list continues)
SMILES,NPYLR7 agonist,hcGAS inh,mcGAS inh
CCCCN1CC(c2nc3ccccc3n2Cc2ccccc2Cl)CC1=O (stereo unspecified),1,-8,-3
C[C@H](NC(CCc1ccccc1)C(=O)O)C(=O)N1CCC[C@H]1C(=O)O (stereo partly specified),-3&-12,-4&3,nt
CC(C)CNC(=O)c1ccc(CSc2nnc(-c3cccs3)n2-c2ccccc2F)cc1,3,-8,-3
Cc1nc(C(=O)NCCn2ncc3ccccc3c2=O)cs1,-3,-6,nt
COc1ccc(-n2ccnc2CN2CC[C@H](O)C[C@@H]2C(=O)O)cc1,nt,-9,-10
Cc1[nH]c2ccccc2c1N=Nc1ccc2c(c1)OCO2,-1,-10,nt
CCOC(=O)C(C)(N)Cc1ccc(O)c(O)c1 (stereo unspecified),0,-6,nt
CCOC(=O)NC(C(=O)NC1CCCC(C)C1)C(C)C (stereo unspecified),3,1,nt
CN(Cc1cc(C(C)(C)C)n[nH]1)Cc1cn[nH]c1-c1ccc(F)cc1,-5,-3,-10
N#Cc1cccc(C(=O)N2CCN(CC(OCc3c(F)cccc3F)c3ccc(Cl)cc3)CC2)c1 (stereo unspecified),nt,-2,11
COC(=O)c1ccccc1N(C)C(=O)c1cccc(Cl)c1,3,0,nt
CCN1CCN(c2c(CN(CCCOC)C(=O)Nc3ccc(OC)cc3)c(C)nn2-c2ccccc2)CC1,5,-2,-2
Fc1ccccc1Nc1nc(-c2cccs2)nc2cc(Cl)ccc12,32,-11,-4
CC1c2cccn2CCN1S(=O)(=O)c1cc(Br)ccc1Br (stereo unspecified),4,-8,nt
COc1ccc(-c2csc(N/N=C\c3ccccc3)n2)cc1OC,-2,-6,-8
COc1ccc(C(=O)Nc2cccc(-c3nc4ccccc4o3)c2)cc1OC,-2,3,-7
COc1ccc(N2CCCN(c3snc(Cl)c3C#N)CC2)cc1,-7,-15,nt
Cc1ccccc1OCC(=O)N=Nc1c(O)n(C)c2c(C)cc(Br)cc12,4,-4,-5
Cc1cccnc1CN1CCN(C2CC(C)(C)NC(C)(C)C2)CC1,nt,-3,-3
CN(C)S(=O)(=O)c1ccc(Cl)c(C(=O)N2Cc3cc4c(cc3C3(CCCC3)C2)OCCO4)c1,19,-16,-9

# In the list so far, 3 have two or more sulfur atoms:
SMILES,NPYLR7 agonist,hcGAS inh,mcGAS inh
CSCCCNC(=S)NNC(N)=O,-4,-8,nt
NC(=O)c1c(NC(=O)CSc2nnc(-c3cccs3)n2C2CC2)sc2c1CCC2,4,3,nt
CC(C)CNC(=O)c1ccc(CSc2nnc(-c3cccs3)n2-c2ccccc2F)cc1,3,-8,-3

# Additional records follow.
SMILES,NPYLR7 agonist,hcGAS inh,mcGAS inh
Cc1ccccc1NP(=O)(Nc1ccccc1C)Nc1ccccc1C,-6,-6,-8
Cc1nn(CC(C)C)c(C)c1CC(=O)OC(C)C(=O)Nc1ccccc1F (stereo unspecified),-4,-15,nt
CN(C)CCCn1c2c(c(SCC(=O)Nc3ccccc3C(F)(F)F)nc1=O)CCCC2,4,10,3
CC(=O)c1ccc(NC(=O)CN2CCCc3c(C(=O)NC(C)C)cccc32)cc1,0,1,nt
O=C(O)C1(O)CCN(c2nccc(C3CCCC3)n2)CC1,5,-2,-10
CNS(=O)(=O)c1ccc(SCCO)c([N+](=O)[O-])c1,-2,-7,nt
CCC(C)(C)NC(=O)CN1CCC2(CC1)c1ccccc1[C@@H](OC)[C@@H]2O,5,-6,-12
CC1(C)O[C@@H]2C[C@@](OCc3cccc(C(F)(F)F)c3)(C(=O)NN3CCOCC3)CC(OCc3cccc(Cl)c3)[C@@H]2O1 (stereo partly specified),6,-3,-7
CSc1ncnc2c1sc1nc3c(cc12)COC(C)(C)C3,8,-14,nt
CCCCN(Cc1cccn1Cc1cccc(C)c1)C(=O)CN(CCC)C(=O)c1cccs1,-2,-4,-5
N#CC1C(=N)Oc2cc(N)ccc2C1C1CC=CCC1 (stereo unspecified),7,-8,-2
CCC(C)C(NC(N)=O)C(=O)O (stereo unspecified),1,-6,-8
CCN(CC(O)COCC(C)C)CC1CC(c2ccc(Cl)cc2)=NO1 (stereo unspecified),10,-8,-6
COCCC(=O)N1c2ccccc2OCC1C (stereo unspecified),12,-9,nt
Cc1cnn(CC2CCCN2C(=O)c2cc(Cl)c(Cl)n2C)c1 (stereo unspecified),5,-7,nt
CN(Cc1ccc(F)cc1F)C(=O)CN1CCCCCCC1=O,10,-9,nt
O=C(Nc1ccccc1Oc1ccccc1)N1CCOC(C(F)(F)F)C1 (stereo unspecified),nt,-5,-11
CCN1CC(CNC(=O)c2coc(COc3ccc(F)cc3)n2)CC1=O (stereo unspecified),3,-4,-10
Cn1ccc(NC(=O)CNC(=O)c2ccccc2I)n1,-2,-7,nt
O=C(CNC(=O)c1ccccc1)NCC(=O)N1CCOC(COc2cccc(C(F)(F)F)c2)C1 (stereo unspecified),-2,-5,-7
COc1ccc(C(C)NC(=O)c2ccc(-n3ccc(C)n3)nc2)cc1OC (stereo unspecified),-10,-5,nt
CN(C)CCN(C)C(=O)CC1(C)N=C(c2ccc(N(C)C)cc2)N(C)O1 (stereo unspecified),8,-7,nt
O=S(=O)(c1ccccc1)N(Cc1ccco1)c1ccccn1,13,-11,-15
c1cc(CNC2COc3ccccc3C2)cc(OC2CCCC2)c1 (stereo unspecified),6,-7,nt
CCS(=O)(=O)c1ncc(CN2CCN(c3cnccn3)CC2)n1Cc1ccccc1,20,-3,nt
CCNC(=O)N1CC2=CC(C)(C)COc3ccc(OC)c(c32)C1C(=O)NC (stereo unspecified),1,4,-9
Cc1ccc(NC(=O)CSC2=NS(=O)(=O)c3ccccc3N2)cc1,10,-2,nt
O=S(=O)(c1ccccc1)c1nnn2c1nc(N1CCOCC1)c1ccccc12,5,1,0
COc1cccc(CN2CCCOc3c(cccc3OC)C2)c1O,18,-5,nt
O=C1CCCC(=O)C1=C(O)c1ccc(C(F)(F)F)cc1[N+](=O)[O-],-18,0,nt
CC(C)c1cc(N2CCCC(CO)(CCCc3ccccc3)C2)ncn1 (stereo unspecified),5,2,-13
CN1C(=O)NC(c2cccc(Cl)c2Cl)C2=C1CN(CC(=O)N1CCN(c3ccccc3F)CC1)C2=O (stereo unspecified),-1,2,-1
CN(C)C(=O)C1CSCN1C(=O)c1cc2ccccc2s1 (stereo unspecified),3,-9,-16
COc1ccc(OC(=O)N2N=Cc3sccc3B2O)cc1,-7,1,nt
Cc1csc(/C=C/c2ccc(Br)cc2)n1,-9,-14,-19
CCOC(=O)c1c(C)nn(-c2ccc(C(=O)N3CCC(C(=O)OCC)CC3)cc2)c1C,6,-4,-4
O=C(O)c1c(OCc2cccnc2)nn2ccsc12,24,-6,nt
O=C(NCCc1ccc(Cl)cc1Cl)c1ccc(-c2ccc(F)c(F)c2)s1,18,-1,-4

# Screens: PubChem, Fisher Drug Discovery Resource Center
